# Screens: PubChem, several laboratories
# PMI inhibitors = MPI enzyme activity inhibition – biochemical, fluorescence intensity, coupled assay, primary screen (AID 1209); purified PMI enzyme, coupled fluorescence intensity; higher % means a stronger effect; hit rate 0.42% among 190,000; inhibition, % at 20 µM; hits with a dose series show IC50 in µM;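 also: plate controls were DMSO vehicle for no effect and wells lacking substrate for full effect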
# P. falciparum M17LAP = P. falciparum M17LAP inhibitors, primary screen, biochemical, fluorogenic H-Leu-NHMec substrate, 1536-well (AID 1619); hit rate 0.38% among 220,000; inhibition, % at 30 µM, or IC50 in µM where a hit was titrated; recombinant M17LAP, H-Leu-NHMec fluorogenic kinetic assay; higher % means a stronger effect;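 active = compound inhibiting the enzyme by more than half at any dose during confirmatory dose-response retesting; inconclusive = strong single-dose inhibitors picked by rank but not retested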;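 also: plate controls were full reaction with DMSO carrier for no effect and no enzyme background for full effect; strong numbers were not always called active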
# Dynein transport = blocks dynein driven cargo transport along microtubules; 3617.4 mouse cells, GR-EGFP nuclear translocation imaging; test concentration mostly 20 µM; stimulated with dexamethasone, 1 µM; stronger effect = lower value; z-score, hits read low; hit rate 0.47% among 220,000; AID 1381;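 active = plate z-score of nuclear minus cytoplasmic receptor signal below a set negative limit, without overly bright fluorescence or cell loss, cut at about -3.5 in these data, passing the limit was not always enough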;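 also: z-score of nuclear minus cytoplasmic ring GR-EGFP intensity difference per well; some compounds called inactive have numbers as strong as hits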
#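 Buffer or medium: tet-free, stripped-serum medium; reagent: dexamethasone at 1.0 µM final, 30 min; incubation: 48 h induction, 1 h compound, 30 min dex at 37 °C; measured by: formaldehyde fixation, Hoechst nuclear stain, 10x automated fluorescence imaging; read-out: nuclear-to-cytoplasmic GR-EGFP distribution per well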
# XIAP displacement = XIAP antagonists, biochemical, IAP family, fluorescence polarization (AID 1018) | XIAP BIR domain, fluorescence polarization peptide displacement; higher % means a stronger effect | displacement, % at 20 µM; hits with a dose series show IC50 in µM | hit rate 0.007% among 200,000; in the data active = displacement above about 50%; also: a part of the inactive calls stands beside numbers as strong as those of hits
# AID2073 = disruptors of CaV2.2 binding to Mint1 – biochemical, HTRF (AID 2073); HTRF protein-protein interaction, Mint1-CaV2.2; higher % means a stronger effect; inhibition, % at 20 µM, or IC50 in µM where a hit was titrated; hit rate 0.19% among 290,000; in the data active = inhibition mostly above about 51%, no sharp cut-off; inconclusive = no clear call, values can overlap the other calls; inactive = mostly below about 53%; also: some results filed as inactive read as strong as hits
# LYP phosphatase = inhibitors of LYP phosphatase, biochemical, fluorescence intensity, uHTS (AID 1779); one-dose inhibition, % at 11.5 µM; IC50 in µM for titrated hits; hit rate 0.054% among 290,000; recombinant LYP phosphatase, fluorescence intensity; higher % means a stronger effect;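 also: plate controls were vehicle with enzyme for no effect and no enzyme for full effect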
# human PMI inhibitors = MPI inhibition at elevated mannose 6-phosphate – biochemical, fluorescence intensity, high mannose 6-phosphate, primary screen (AID 1220); recombinant PMI enzyme, coupled fluorescence intensity; higher % means a stronger effect; inhibition, % at 20 µM; hits with a dose series show IC50 in µM; hit rate 0.66% among 190,000
# Siah-1 displacement = blockers of Siah-1 interaction with plectin peptide – biochemical, fluorescence polarization, rhodamine-plectin, uHTS, primary screen (AID 1817). Siah-1 / rhodamine-plectin peptide fluorescence polarization; higher % means a stronger effect. displacement, % at 20 µM, or IC50 in µM where a hit was titrated. hit rate 0.02% among 290,000;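 active = displacement of at least 50% at 20 µM, with a fluorescence ratio check between 0.3 and a set limit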;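 also: plate controls were Siah plus tracer with DMSO for no effect and tracer alone without Siah for full effect; strong numbers were not always called active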
# P. falciparum M1AAP = P. falciparum M1AAP inhibitors, biochemical, fluorogenic H-Leu-NHMec substrate, 1536-well (AID 1445); inhibition, % at 30 µM, or IC50 in µM where a hit was titrated; hit rate 0.42% among 220,000; recombinant M1AAP, H-Leu-NHMec fluorogenic kinetic assay; higher % means a stronger effect;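 active = primary inhibition above the hit cutoff, then over 50% inhibition at one or more dose response concentrations, cut at about 23% in these data, passing the limit was not always enough; inconclusive = conflicting primary data, or primary hits not chosen for dose response; inactive = low primary inhibition, or under 50% at every dose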;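 also: plate controls were DMSO full reaction for no effect and no enzyme background for full effect; strong numbers were not always called active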
# Dynein transport cytoplasmic EGFP = also measured in Dynein transport; calls as there; z-score; measured here: cytoplasmic GR-EGFP intensity; stronger effect = higher value
# Dynein transport nuclear GR-EGFP = recorded beside Dynein transport, whose call it bears; z-score; measured here: nuclear GR-EGFP intensity;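 lower value marks the stronger effect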
# Dynein transport cell count = also measured in Dynein transport; calls as there; z-score; measured here: cell count per field
# * marks the source's active call; other numbers are inactive results; ? = inconclusive; . = no result given. Rule as the data show it, unless noted: active = inhibition above about 50%; inactive = the rest. An unsorted share of the library; any-hit rate near 2.1%.
SMILES,PMI inhibitors,P. falciparum M17LAP,Dynein transport,Dynein transport cytoplasmic EGFP,Dynein transport nuclear GR-EGFP,Dynein transport cell count,XIAP displacement,AID2073,LYP phosphatase,human PMI inhibitors,Siah-1 displacement,P. falciparum M1AAP
COc1cccc(NC(=O)c2cccs2)c1,10%,6%,-0.18,-0.21,-0.2,1.1,-0.3%,-1%,-5%,10%,0%,8%
COc1ccccc1N1CCN(C(=O)c2oc3cc(C)cc(C)c3c2C)CC1,17%,6%,-0.02,-0.15,-0.12,0.22,-21%,1%,3%,21%,5%,-7%
Cc1cc(C)n2cc(COc3ccccc3)nc2n1,-8%,-21%,-0.95,-0.037,-0.62,0.4,-5.6%,13%,-8%,-12%,-2%,3%
CC(C)CN1CCN(Cc2ccc(C#CC(C)(C)O)cc2)CC1CCO (stereo unspecified),8%,-3%,-0.76,-0.088,-0.52,0.67,-7.5%,14%,-7%,12%,-4%,3%
CCCS(=O)(=O)N1CCC(C(=O)NCCCN(C)Cc2ccccc2)CC1,10%,-9%,-1.1,-0.12,-0.56,1.1,3.9%,7%,3%,12%,0%,2%
CNCc1ccccc1OCc1ccc(F)cc1,-1%,-2%,-0.71,-0.35,-0.035,1.1,-3.4%,50%,-12%,-3%,-1%,-3%
Cc1c(O)c(S(=O)c2ccccc2)c(=O)n(-c2ccccc2)c1-c1ccccc1 (stereo unspecified),-22%,15µM*,-0.86,-0.078,-0.81,1.2,-6.9%,-2%,7%,-4%,-5%,8%
CCN(CC)c1nc(SCC(=O)O)nc(N(CC)CC)n1,13%,2%,0.21,0.045,0.18,0.76,0.0%,1%,3%,12%,7%,-18%
Cc1cccc(C)c1NC(=O)COc1ccccc1C(=O)Nc1ccc(Br)cn1,-4%,3%,-0.2,-0.21,-0.55,-0.41,0.2%,12%,-7%,1%,4%,2%
COc1ccc2c(Cl)c(C(=O)NCCCn3ccnc3)sc2c1,14%,4%,-0.71,-0.28,-0.32,0.65,0.4%,-2%,-4%,8%,5%,4%
CCOC(=O)C(NC(=O)CC)(Nc1nc2c(s1)CCCC2)C(F)(F)F (stereo unspecified),6%,11%,-0.15,-0.17,0.096,-0.27,-3.8%,-2%,-5%,-4%,2%,-4%
Cc1nnc(SC(C)C#N)n1-c1ccccc1 (stereo unspecified),-1%,1%,-0.67,-0.35,0.058,0.76,-8.2%,-8%,-5%,1%,7%,1%
S=C(c1ccc(-c2ccc(Cl)c(Cl)c2)o1)N1CCOCC1,20%,5%,-1.2,-0.2,-0.45,1.2,-9.6%,0%,0%,-7%,-2%,15%
COc1cc(/C=C/c2noc(-c3ccccc3O)n2)ccc1OC(C)=O,.,-7%,-0.9,-0.25,-0.05,1.2,.,0%,-5%,.,14%,-1%
CC(C)C(=O)Nc1ccc(C(=O)NNC(=S)NC(=O)c2cccs2)cc1,-2%,44%,-1.2,-0.18,-0.43,0.71,2.0%,-22%,-2%,-17%,-3%,-10%
COc1ccc(C2N3CC4(C)CN2CC(C)(C3)C4O)cc1OC (stereo unspecified),6%,-7%,0.15,0.084,0.37,0.24,-4.3%,12%,-6%,3%,-3%,2%
Cc1ccc(CN2CC(C(=O)Nc3nnc(SCc4c(Cl)cccc4Cl)s3)CC2=O)cc1 (stereo unspecified),20%,1%,0.76,-0.27,0.14,0.14,-1.7%,5%,12%,24%,10%,5%
Cc1cc(C)c(NC(=O)CN2C(=O)NC3(CCCCC3)C2=O)c(C)c1,-6%,20µM*,-0.4,-0.014,-0.15,0.3,-3.6%,?,-8%,4%,3%,0%
Cc1ccc(-n2ncc3c(=O)n(-c4ccc(C)c(C)c4)c(-c4ccco4)nc32)cc1,15%,6%,0.29,-0.22,-0.027,0.62,-19%,18%,4%,6%,-3%,8%
Oc1[nH]c2ccccc2c1N=Nc1ncnc2c1oc1ccccc12,.,5%,0.67,3.3,0.89,-0.19,.,26%,1%,.,0%,4%
CCc1nc2sc(C(C)=O)c(N)c2c2c1CCCC2,.,-24%,-0.62,-0.25,0.27,0.084,.,-11%,-12%,.,-2%,2%
CCCNC(=O)[C@H](C)NC(=O)c1ccc(Br)cc1,-3%,-7%,-0.48,-0.28,0.046,0.99,-3.0%,-5%,-6%,-5%,1%,-1%
Cc1[nH]c(=O)c(C(=O)c2cc(Cl)ccc2O)cc1C(=O)O,3%,18%,1.4,-0.28,1.1,-0.75,-3.3%,1%,4%,10%,1%,12%
O=C(NS(=O)(=O)Oc1ccc(Cl)cc1)OC[C@@H]1CCCN2CCCC[C@H]12,16%,-5%,0.3,-0.22,0.32,-0.87,-11%,4%,-4%,6%,-2%,4%
COCCCNC(=O)c1ccc(C(=O)NCCCOC)cc1,-1%,9%,0.26,-0.35,0.19,-0.027,-2.0%,-1%,-8%,10%,5%,8%

# Individual results from the list:
# For Siah-1 displacement, `Oc1[nH]c2ccccc2c1N=Nc1ncnc2c1oc1ccccc12` shows 0%
# For Dynein transport cell count, `S=C(c1ccc(-c2ccc(Cl)c(Cl)c2)o1)N1CCOCC1` shows 1.2
# For Dynein transport nuclear GR-EGFP, `CC(C)CN1CCN(Cc2ccc(C#CC(C)(C)O)cc2)CC1CCO` (stereo unspecified) shows -0.52

# Other compounds follow:
SMILES,PMI inhibitors,P. falciparum M17LAP,Dynein transport,Dynein transport cytoplasmic EGFP,Dynein transport nuclear GR-EGFP,Dynein transport cell count,XIAP displacement,AID2073,LYP phosphatase,human PMI inhibitors,Siah-1 displacement,P. falciparum M1AAP
COc1ccc(CN2C(=O)N(c3ccc(OC)cc3)C(=O)C2CC(=O)Nc2ccccc2)cc1 (stereo unspecified),2%,0%,-0.51,-0.33,-0.015,0.04,-1.4%,4%,-3%,13%,8%,2%
O=C(CNc1ccc2c(c1)OCO2)N/N=C\c1cn(Cc2ccccc2)c2ccccc12,17%,32%,-0.68,-0.33,-0.6,1,-6.7%,14%,-6%,24%,14%,6%
CS(=O)(=O)N(Cc1ccc(C(=O)NCc2ccco2)cc1)c1ccccc1,-13%,3%,3.4,-0.11,1.4,-1.6,-1.8%,7%,-5%,-11%,1%,-8%
O=C(NCc1csc(-c2cccs2)n1)c1cccc(Cl)c1,.,-1%,-0.37,-0.23,-0.15,0.75,.,-3%,-6%,.,-2%,8%
CC(C)NC(=O)COc1ccc(OCc2ccccc2)cc1,-3%,22%,-2,-0.18,-0.84,0.92,-2.8%,0%,0%,-2%,1%,2%
Cc1cccc(C(=O)Oc2ccccc2C(=O)N2CCOCC2)c1,.,-4%,0.38,-0.25,0.18,0.11,.,-7%,-7%,.,1%,7%
COc1cccc(NC(=O)CSc2nc3ccccc3c(=O)n2CCCC(=O)NCCCN2CCOCC2)c1,2%,-7%,-0.72,-0.026,-0.4,0.93,-0.7%,-8%,-9%,1%,12%,2%
O=C(CNC(=S)N(CCCN1CCOCC1)Cc1cccs1)N1CCOCC1,4%,16%,-0.5,-0.25,-0.21,0.6,2.4%,-4%,-2%,-2%,3%,2%
Clc1c(Cl)c(Cl)c2n[nH]nc2c1Cl,.,9%,-1.4,-0.022,-0.43,1,.,-6%,-9%,.,-2%,3%
COC(=O)Cc1cc(=O)n2[nH]c(C)nc2n1,9%,-1%,-0.82,-0.18,-0.069,1.2,-3.0%,-7%,-1%,5%,0%,1%
COc1ccccc1-c1cc(C(=O)NCc2ccco2)no1,-6%,15%,-0.64,-0.16,-0.22,0.44,-6.7%,20%,-3%,-7%,3%,8%
Cc1ncc([N+](=O)[O-])n1Cc1ccccc1,10%,-1%,1.8,0.051,0.61,-1.3,-7.5%,1%,-4%,1%,-5%,-1%
CCOC(=O)C(Sc1nnc2c3ccccc3n(CC)c2n1)C(=O)OCC,-14%,0%,-0.29,-0.27,-0.14,0.95,-4.2%,-38%,1%,-35%,1%,9%
COC(=O)c1cccc(NC(=O)c2ccccc2)c1,.,3%,-0.09,-0.031,-0.1,0.52,.,-11%,-6%,.,1%,1%
CSc1ccc(CN(C)CC(=O)Nc2c(F)cccc2F)cc1,-7%,0%,-0.44,-0.24,-0.49,1.7,-3.1%,8%,-4%,-8%,0%,-2%
COc1ccc([C@H]2[C@H](C(=O)C(C)(C)C)N3N=Cc4ccccc4C3C23C(=O)OC(C)(C)OC3=O)cc1 (stereo partly specified),-23%,13%,1.3,0.072,0.83,-2.1,17%,-1%,-5%,-22%,-2%,4%
Cc1ccc(S(=O)(=O)N(CC(=O)O)Cc2ccco2)cc1,.,.,-0.033,-0.72,-0.22,-0.35,.,21%,-6%,.,0%,.
O=C(Nc1ccncc1)c1ccc2c(c1)C(=O)N(C1CCCCC1)C2=O,-7%,-4%,0.58,-0.16,0.25,0.41,-3.1%,2%,-3%,-4%,-6%,-2%
O=C(NCc1nc2ccccc2[nH]1)C1=C[C@@H](C2CCCCC2)C[C@@H](OCc2ccc(CO)cc2)O1,10%,-7%,0.22,-0.28,0.44,-0.13,-8.4%,0%,9%,3%,8%,8%
COc1ccnc(N2CCN(c3ccccc3)CC2)c1C#N,14%,-6%,-0.21,-0.22,-0.57,0.1,-6.3%,13%,1%,11%,8%,-1%

# One compound at a time (already shown):
# COc1ccccc1N1CCN(C(=O)c2oc3cc(C)cc(C)c3c2C)CC1 in the list: PMI inhibitors = 17%; P. falciparum M17LAP = 6%; Dynein transport = -0.02; Dynein transport cytoplasmic EGFP = -0.15; Dynein transport nuclear GR-EGFP = -0.12; Dynein transport cell count = 0.22; XIAP displacement = -21%; AID2073 = 1%; LYP phosphatase = 3%; human PMI inhibitors = 21%; Siah-1 displacement = 5%; P. falciparum M1AAP = -7%
# COC(=O)c1cccc(NC(=O)c2ccccc2)c1 in the list: PMI inhibitors = .; P. falciparum M17LAP = 3%; Dynein transport = -0.09; Dynein transport cytoplasmic EGFP = -0.031; Dynein transport nuclear GR-EGFP = -0.1; Dynein transport cell count = 0.52; XIAP displacement = .; AID2073 = -11%; LYP phosphatase = -6%; human PMI inhibitors = .; Siah-1 displacement = 1%; P. falciparum M1AAP = 1%
